EPAC1 antagonist – blocks human EPAC1 exchange factor; O95398; EPAC1 GEF assay, Rap1b-BODIPY-GDP exchange fluorescence; Potency, µM (doses to about 115 µM), for inactives: at the top dose activity change, negative = inhibition, actives largely listed as inhibitors; 360,000 compounds, 0.14% hits;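 note: potency is the fitted concentration of half-maximal effect; plate controls were vehicle for no effect and positive control for full effect; nearly all actives have a fitted effect of over 50% in size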
Target sequence (O95398 whole entry, looked up): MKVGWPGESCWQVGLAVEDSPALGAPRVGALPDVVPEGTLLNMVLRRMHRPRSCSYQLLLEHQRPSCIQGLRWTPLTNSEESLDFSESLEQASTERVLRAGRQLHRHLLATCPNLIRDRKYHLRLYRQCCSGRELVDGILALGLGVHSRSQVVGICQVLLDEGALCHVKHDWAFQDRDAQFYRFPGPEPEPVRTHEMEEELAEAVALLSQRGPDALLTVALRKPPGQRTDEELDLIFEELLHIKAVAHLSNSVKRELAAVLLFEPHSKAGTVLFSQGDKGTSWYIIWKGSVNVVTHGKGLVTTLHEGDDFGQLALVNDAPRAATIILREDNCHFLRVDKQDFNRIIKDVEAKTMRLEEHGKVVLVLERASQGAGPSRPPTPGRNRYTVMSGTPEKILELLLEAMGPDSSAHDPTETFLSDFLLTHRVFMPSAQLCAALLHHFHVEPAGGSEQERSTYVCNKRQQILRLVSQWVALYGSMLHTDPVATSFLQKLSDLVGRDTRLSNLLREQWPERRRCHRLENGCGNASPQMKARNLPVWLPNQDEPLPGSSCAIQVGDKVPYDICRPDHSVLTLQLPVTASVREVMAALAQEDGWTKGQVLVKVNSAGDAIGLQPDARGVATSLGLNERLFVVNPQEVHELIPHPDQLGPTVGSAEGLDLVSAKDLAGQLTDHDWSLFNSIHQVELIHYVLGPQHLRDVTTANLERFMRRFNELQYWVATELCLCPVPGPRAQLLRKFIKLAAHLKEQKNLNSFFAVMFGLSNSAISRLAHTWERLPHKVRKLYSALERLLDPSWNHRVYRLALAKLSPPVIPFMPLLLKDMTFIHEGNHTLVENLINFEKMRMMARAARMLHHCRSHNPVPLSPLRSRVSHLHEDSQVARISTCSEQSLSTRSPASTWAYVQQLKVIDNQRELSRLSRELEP
aSyn rescue – alpha-synuclein toxicity inhibition in yeast; Potency, µM (series often up to 46.1 µM), without a hit: at the highest dose growth rescue (activation), actives largely listed as activators; 370,000 compounds, 0.14% hits; Yeast expressing alpha-synuclein, growth rescue, BacTiter-Glo, 24 h; note: potency is the fitted concentration of half-maximal effect; % of control where 0% means no effect; nearly all actives have a fitted effect of over 65% in size
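Rescue of yeast growth: cells expressing toxic alpha-synuclein, induced in galactose at OD600 0.02, incubated with compound 24 h at 30 C. ATP luminescence quantified growth; inhibitors of toxicity appear as activators.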
EPAC1 ag – activates human EPAC1 exchange factor | EPAC1 agonist qHTS, biochemical assay; response scale: 100% = response to 6.5 mM cAMP | Potency, µM (titrated, usually from 154 µM), inactives show top-dose activation, usual class: activators | 360,000 compounds, 0.073% hits | O95398; note: potency is the fitted concentration of half-maximal effect; nearly all actives have a fitted effect of over 60% in size
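Compounds were pinned as a concentration titration into mixtures of EPAC1 (100 nM), BODIPY-GDP-loaded Rap1B (250 nM) and GDP (50 uM). After 5 min at room temperature, fluorescence was followed for 30 min; activity was scaled to 6.5 mM cAMP.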
WRN helicase inh – blocks human WRN helicase; WRN helicase unwinding, fluorescent forked duplex, kinetic; Potency, µM (doses to about 114 µM), inactives show top-dose activity change, negative = inhibition, actives largely listed as inhibitors; 360,000 compounds, 0.46% hits; AID 651768; note: potency is the fitted concentration of half-maximal effect; % is set by controls: 0 for no effect and ±100 for the full control effect; nearly all actives have a fitted effect of over 55% in size
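WRN at 20 nM final preincubated with compound 15 min at room temperature; reaction started with 100 nM fluorophore/quencher forked duplex oligonucleotide and 2 mM ATP final. Unwinding followed kinetically by red fluorescence (ex 525, em 598 nm).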
FUS yeast rescue – suppressors of FUS proteinopathy in yeast. S. cerevisiae FUS-expressing, growth rescue, OD600, 24 h. 390,000 compounds, 0.24% hits. Potency, µM (top dose mostly 76.6 µM), for inactives: top-dose growth rescue (activation), usual class: activators;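 note: potency is the fitted concentration of half-maximal effect; plate controls were DMSO vehicle for no effect and reference control for full effect; nearly all actives have a fitted effect of over 55% in size; some results filed as inactive show a strong effect at the top dose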
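Read-out: OD at 600 nm after 24hr at 30C, reporting rescue of FUS-induced yeast toxicity. Cells at OD 0.005 in galactose (2%) minimal medium; compounds tested in a dilution series; CP55940 titration from 92uM final as control.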
Abeta yeast res – A-beta toxicity reversal in yeast; Potency, µM (series often up to 46.1 µM), without a hit: at the top dose growth rescue, hits mostly activators; yeast expressing A-beta42, growth rescue, OD600, 48 h; response scale: 0% DMSO, 100% iron-clioquinol control; AID 1347071; 410,000 compounds, 0.063% hits; note: potency is the fitted concentration of half-maximal effect; nearly all actives have a fitted effect of over 55% in size
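Growth rescue measured by 600 nm absorbance after 48 h yeast culture at 30 C with compound. Values normalized between DMSO and an equimolar ferric chloride plus clioquinol control.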
IL-2 act – activates IL-2 in a cell-based reporter assay | IL-2 activation reporter assay, cell-based qHTS; stimulated with anti-CD3/CD4/CD28 beads; in transgenic mouse T cells | activation, % (series mostly up to about 46 µM) | 360,000 compounds, 0.065% hits; in the data active = activation above about 50%; inconclusive = mostly about 30% to 49%; note: 0% is about no effect
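Readout: EGFP and DsRed signals by fluorescent plate cytometry. Unstimulated transgenic mouse T cells received compound 60 min before antibody-bead stimulation, then incubated 18 h at 37 degrees C.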
PLK1 PBD block – PLK1 (human) polo-box domain binding inhibition | P53350 | Plk1 PBD binding of FITC phosphopeptide, fluorescence polarization | Potency, µM, without a hit: max response, negative = inhibition, actives largely listed as inhibitors | 360,000 compounds, 2.8% hits | AID 720504; note: potency is the fitted concentration of half-maximal effect; series mostly up to about 57 µM; % is set by controls: 0 for no effect and ±100 for the full control effect; nearly all actives have a fitted effect of over 65% in size
PI5P4K alpha inh – inhibitors of human PI5P4K alpha; max response, %; 330,000 compounds, 1.2% hits; P48426; PI5P4Kalpha enzyme, ADP-Glo luminescence, 60 min; stronger effect = lower value; active = max response of -50% or lower; inconclusive = between -30% and -50%; inactive = -30% or higher; note: value at the top dose of about 77 µM; % is set by controls: 0 for no effect and ±100 for the full control effect
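Human PI5P4Kalpha with substrate in 0.038 M HEPES pH 7.4, 0.28 mM EGTA, 0.1% CHAPS, 5% DMSO; reaction started with 5 microM ATP (final), 60 min at room temperature. ADP formed read by ADP-Glo luminescence.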
An asterisk follows results filed as active; ? = inconclusive; · = not tested or not shown; [ ] = remark or other dose. Unless noted, calls come from the whole dose curve; as a rule, active = well fitted curve in the direction sought with a large enough effect; inconclusive = small, poorly fitted or top-dose-only effect, or another doubt; inactive = no such curve, though single readings can be large; an effect the other way counts as inactive or inconclusive. An unsorted share of the library, and some 4.1% of all compounds hit somewhere here.

SMILES	EPAC1 antagonist	aSyn rescue	EPAC1 ag	WRN helicase inh	FUS yeast rescue	Abeta yeast res	IL-2 act	PLK1 PBD block	PI5P4K alpha inh
O=C(Cc1n[nH]c(=O)[nH]c1=O)N/N=C/CCc1ccccc1	2.5%	-0.1%	2.4%	1.0%	-27.2%	5.9%	-0.7	-7.5%	-7.2
COc1cc(/C=C/C(C)=O)cc(OC)c1OC	-11.1%	0.4%	-2.6%	5.8%	-11.4%	-26.1%	-0.4	29.9µM*	-2.2
CCC1CCC(C(=O)NC(C(=O)Nc2ccc3c(c2)OCCO3)C(C)C)CC1 (stereo not given)	-0.3%	-1.0%	-6.4%	3.6%	-14.6%	-6.5%	0.3	-3.4%	11.2
Cc1ccc(S(=O)(=O)N2CCN(C(=O)N3CCOCC3)C2C)cc1 (stereo not given)	4.0%	-6.1%	4.3%	1.5%	22.1%	-9.3%	-2.5	-4.1%	·
O=C(Nc1nncs1)C1COc2ccccc2O1 (stereo not given)	-2.7%	-1.6%	6.3%	-0.9%	19.0%	-1.3%	0.4	-14.4%	-0.2
O=C(O)C1C2CCC1C(O)C2 (stereo not given)	3.6%	18.4%	-2.0%	-2.5%	-6.9%	1.0%	-0.8	-5.4%	0.8
COc1ccccc1N1CCN(/N=C/c2ccc(C(=O)O)cc2)CC1	9.9%	0.7%	9.6%	-5.4%	-27.2%	7.4%	-0.3	-11.9%	-1.6
CC(=O)Nc1ccc(C2Nc3ccccc3C(=O)N2C2CCCCC2)cc1 (stereo not given)	4.8%	·	5.6%	0.6%	-1.1%	16.8%	-0.5	-2.4%	1.7
Cc1ccc(C(=O)c2cccc(N)c2)cc1C	-2.1%	7.9%	-0.6%	1.5%	-9.0%	-16.8%	-0.3	-11.1%	-8.3
CCCC(C)(C)C(=O)N1CCC1(C)C(=O)Nc1ccc2c(c1)OCCO2 (stereo not given)	-6.8%	6.5%	-1.5%	5.1%[57.1 µM]	16.6%	3.1%	-0.4	-8.2%	-1.0
O=C(Nc1ccc2sccc2c1)c1cccc(N2C(=O)CCC2=O)c1	-3.2%	-0.4%	0.6%	1.4%	9.9%	10.2%	-0.4	-0.8%	-9.1
CCc1nc(NC(=O)Cc2csc(C)n2)sc1C(=O)OC	6.4%	13.1%	0.9%	0.7%[57.1 µM]	11.3%	4.1%	-0.7	-5.3%	0.3
CCOC(=O)CN(C(=O)COc1nc(-c2ccccc2)cc(C)c1C#N)c1ccc(C)cc1	-25.5%	-1.1%	5.0%	-10.2%	5.4%	2.5%	0.5	-3.6%	9.7
Cc1ccc2oc(=O)cc(CN3CCC(C)CC3)c2c1	-11.6%	0.9%	0.0%	2.7%	17.3%	15.8%	-0.3	-1.0%	·
O=C1NNC(c2ccccc2)=N/C1=C\c1ccccc1Cl	39.8µM*	2.4%	2.0%	-33.6%	5.7%	-6.2%	0.0	-9.5%	-2.5
COC(=O)[C@@]1(Sc2ccc(C)cc2)CC(=O)N(c2ccc(Cl)cc2)[C@@H]1c1ccccc1	4.3%	3.4%	-17.2%	2.7%	-2.1%	4.2%	0.0	-4.5%	-8.3
Cc1nc(-c2ccc(S(=O)(=O)N3CCCCCC3)cc2)cs1	-3.9%	6.3%	1.6%	-4.1%	7.6%	18.4%	-0.6	-18.0%	0.9
CCOc1ccc(N(CC(=O)Nc2c(C)cccc2C)S(=O)(=O)c2c(C)[nH]c(=O)[nH]c2=O)cc1	-6.5%	0.3%	-2.2%	-35.6%	10.9%	-15.0%	-4.2	-8.0%	-14.2
O=C(Cn1ccsc1=NC(=O)C(F)(F)F)c1ccccc1	13.0%	-1.6%	-11.4%	-20.2%[57.1 µM]	-14.1%	5.7%	-1.6	-4.3%	-4.1
CCOC(=O)c1ccccc1Nc1cc(C)nc2nc(C)nn12	-4.4%	-0.9%	6.0%	6.6%	-8.3%	-3.3%	-2.4	7.4%	-5.6

Quoted at random: 3 compounds from above, in no set order.
SMILES	EPAC1 antagonist	aSyn rescue	EPAC1 ag	WRN helicase inh	FUS yeast rescue	Abeta yeast res	IL-2 act	PLK1 PBD block	PI5P4K alpha inh
O=C(O)C1C2CCC1C(O)C2 (stereo not given)	3.6%	18.4%	-2.0%	-2.5%	-6.9%	1.0%	-0.8	-5.4%	0.8
COc1cc(/C=C/C(C)=O)cc(OC)c1OC	-11.1%	0.4%	-2.6%	5.8%	-11.4%	-26.1%	-0.4	29.9µM*	-2.2
Cc1ccc2oc(=O)cc(CN3CCC(C)CC3)c2c1	-11.6%	0.9%	0.0%	2.7%	17.3%	15.8%	-0.3	-1.0%	·

Additional structures.
SMILES	EPAC1 antagonist	aSyn rescue	EPAC1 ag	WRN helicase inh	FUS yeast rescue	Abeta yeast res	IL-2 act	PLK1 PBD block	PI5P4K alpha inh
O=C(COC(=O)CNC(=O)C1CCCCC1)Nc1ccc(Cl)cc1F	5.4%	7.3%	-9.0%	1.1%	8.9%	1.7%	-0.1	-6.4%	2.4
CC(Oc1ccc(Cl)cc1)C(=O)Nc1sccc1C(N)=O (stereo not given)	?	-58.4%[inhibitor]	-8.2%	-21.0%	8.2%	-70.8%[inhibitor]	-4.9	8.1%	150.2
CN1CCN(C(=O)C(N)Cc2ccccc2)CC1 (stereo not given)	2.5%	1.9%	-4.3%	4.1%	-17.4%	8.5%	-1.1	0.5%	-6.0
Cc1noc(C)c1COc1ccccc1C(=O)N1CCN(S(=O)(=O)c2ccccc2Br)CC1	2.2%	-6.2%	-11.2%	-3.7%	23.2%	-19.9%	-0.5	-3.7%	-0.4
COc1cccc(CN2CCCC(C(=O)N3CCCCC3)C2)c1 (stereo not given)	-28.9%	-5.1%	0.8%	-8.1%	-33.8%	-1.0%	2.8	-13.1%	-3.6
O=C(C[C@@H]1C/C=C\C[C@H](NC(=O)OCC2c3ccccc3-c3ccccc32)C(=O)OC[C@@H]2CCCN2C1=O)N[C@@H](CO)Cc1ccccc1	4.2%	3.4%	0.7%	-4.7%	14.2%	-9.1%	0.9	-5.0%	-1.4
N#CCC(=O)N/N=C/c1ccc(Sc2nc3ccccc3s2)o1	-6.5%	0.2%	9.4%	-26.6%	3.55µM*	17.2%	0.0	-25.4%	·
c1ccc(-c2ccccc2-c2nc(-c3cccnc3)no2)cc1	-21.7%	2.5%	1.7%	3.4%[57.1 µM]	36.5%	-8.5%	-1.7	3.5%	1.3
Cc1cc(C)cc(N(C(=O)CNC(=O)c2ccco2)C(C(=O)NC2CCCCC2)c2ccncc2)c1 (stereo not given)	2.5%	-5.3%	4.5%	11.1%	8.7%	8.5%	1.2	-11.4%	0.8
COc1cccc2sc(N3CCN(C(=O)c4ccco4)CC3)nc12	6.7%	-4.3%	-0.6%	-3.5%	5.7%	4.3%	-6.0	-13.7%	-8.7
Cc1cc(N2CCN(C(=O)c3ccco3)CC2)c2ccccc2n1	-15.6%	-5.3%	2.1%	-6.0%	4.2%	-3.9%	-0.3	-25.1%	0.2
CC(C)C[C@H]1CN([C@@H](Cc2ccc(O)cc2)CN2CCC[C@@H]2CN2C(=S)NC[C@@H]2Cc2ccccc2)C(=S)N1CCc1ccccc1	-14.4%	-25.5%	2.9%	-14.2%	?	11.0%	-0.4	-9.6%	-3.2
O=C(c1cnn2c(C(F)F)cc(-c3ccccc3)nc12)N1CCSCC1	-5.0%	4.8%	4.9%	-3.4%	10.6%	-9.0%	2.8	-2.3%	·
CCN(CC(=O)Nc1c(F)cccc1F)C(=O)c1ccc(C(F)(F)F)cc1	-8.3%	1.4%	-1.6%	2.0%	-20.7%	0.1%	-0.6	-5.0%	-0.2
Cc1c(CCO)c(=O)[nH]n1C(=O)c1c(F)cccc1F	-6.5%	3.6%	4.4%	-10.9%	-7.7%	3.2%	-2.4	1.9%	·
COc1ccc(/C=N/n2nnnc2N)cc1OC	-8.1%	-2.0%	1.1%	-26.2%	-12.1%	-7.3%	1.6	3.0%	-7.0
CN(C)N=Nc1ccc(S(=O)(=O)N2CCSC2C(=O)O)cc1 (stereo not given)	-8.3%	0.8%	8.3%	-7.3%	28.6%	-16.3%	1.7	-19.2%	·
Cc1cc(C)c2oc(C(=O)N3CCN(C)CC3)cc(=O)c2c1	-2.2%	-4.7%	3.0%	-5.2%	-1.4%	-14.1%	0.2	-4.8%	0.3
Cc1c(/C(O)=C2/C(=O)C(=O)N(CCN3CCOCC3)C2c2ccccn2)cnn1-c1ccccc1 (stereo not given)	-20.7%	1.9%	-5.0%	-24.0%	28.2%	-9.9%	0.8	-22.4%	0.5
O=C1c2ccccc2S(=O)(=O)N1Cc1c(F)cccc1Cl	-12.7%	-3.5%	3.3%	1.9%	-1.6%	?	1.3	-13.4%	-1.2
Cc1ccccc1OCC(=O)NC(C)c1ccccc1 (stereo not given)	1.8%	1.9%	-0.6%	-4.0%	-23.6%	6.4%	3.5	-4.8%	6.0
COc1ccc(Cn2c(=O)[nH]c3cc(C(=O)Nc4ccccc4C)ccc32)cc1	1.3%	0.0%	-6.6%	-6.6%	-7.6%	-16.2%	0.1	-11.2%	2.2
COc1cc(C(=S)N2CCOCC2)cc(OC)c1OC(=O)c1ccc([N+](=O)[O-])cc1[N+](=O)[O-]	-16.4%	3.1%	11.1%	1.0%	25.3%	33.6%	-0.9	-24.3%	-9.9
COCCNC(=O)CN(C)S(=O)(=O)c1ccc2c(c1)OCCO2	4.4%	1.4%	-0.4%	-1.1%	11.6%	-20.0%	-2.1	-4.6%	-1.7
O=C(CSc1ncn[nH]1)NCc1ccc(Cl)cc1	-11.8%	-7.6%	4.0%	-5.9%	11.3%	-6.4%	-1.0	2.3%	13.3
CN(CCC1CCOCC1)C(=O)CC1C(=O)NCCN1Cc1c(F)cccc1Cl (stereo not given)	-14.3%	-3.0%	16.1%	-7.2%	4.2%	-1.2%	0.0	-17.9%	-6.6
Cn1nccc1C(=O)Nc1sc2c(c1C(N)=O)CCCC2	7.2%	1.2%	7.1%	-29.9%[57.1 µM]	2.2%	-1.4%	-1.2	-17.7%	1.0

From PubChem BioAssay
